Bioassay records (PubChem)
Shiga toxin inh: A qHTS for Small Molecule Inhibitors of Shiga Toxin; AID 2315, 2010; Vero cells, Shiga toxin protein synthesis inhibition reporter; actives 9.2% (n = 290,000); inhibition, % at 38.7 µM; in the data active = inhibition mostly above about 28%, no sharp cut-off; inactive = mostly below about 43%; also: 0% is about no effect
LmPK inhibitor: qHTS Assay for Inhibitors of Leishmania Mexicana Pyruvate Kinase (LmPK) | Q27686 | purified LmPK, Kinase-Glo ATP luminescence, 1 h | Potency, µM (series often up to 57.5 µM), for inactives: at the highest dose activity change, negative = inhibition, actives largely listed as inhibitors | actives 0.37% (n = 290,000) | AID 1721, 2009; also: potency is read from the fitted curve at half-maximal effect; % is scaled to controls: 0 for no effect and ±100 for the full control effect
Target sequence (Q27686 whole entry, looked up): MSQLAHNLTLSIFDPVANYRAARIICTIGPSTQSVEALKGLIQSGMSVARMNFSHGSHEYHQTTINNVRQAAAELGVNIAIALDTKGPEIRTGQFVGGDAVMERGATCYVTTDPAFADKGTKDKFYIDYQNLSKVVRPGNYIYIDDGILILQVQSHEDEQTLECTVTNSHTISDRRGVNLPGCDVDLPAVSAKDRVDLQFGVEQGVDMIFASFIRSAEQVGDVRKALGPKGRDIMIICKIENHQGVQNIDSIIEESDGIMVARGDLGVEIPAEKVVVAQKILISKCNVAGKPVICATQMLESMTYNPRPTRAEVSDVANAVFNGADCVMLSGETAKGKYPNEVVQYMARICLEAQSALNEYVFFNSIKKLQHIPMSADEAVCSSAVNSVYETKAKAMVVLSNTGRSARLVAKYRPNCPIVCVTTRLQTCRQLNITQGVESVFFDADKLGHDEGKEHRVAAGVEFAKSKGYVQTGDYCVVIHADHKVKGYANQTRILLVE
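ATP generated from ADP (0.1 mM) and PEP (0.5 mM) by 0.1 nM LmPK over 1 h at room temperature (pH 7.2 imidazole buffer) was detected by coupled luciferase luminescence. Values were normalized to uninhibited and no-enzyme wells.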
Pf growth 48h: Primary qHTS for delayed death inhibitors of the malarial parasite plastid, 48 hour incubation | actives 5.9% (n = 310,000) | AID 504832, 2011 | Potency, µM (series often up to 28.7 µM), without a hit: at the top dose activity change, negative = inhibition, usual class: inhibitors | P. falciparum luciferase growth in erythrocytes, 48 h; also: potency is read from the fitted curve at half-maximal effect; % is scaled to controls: 0 for no effect and ±100 for the full control effect
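Here the parasites carry a stable luciferase gene and grow inside erythrocytes in Albumax-based RPMI medium with compound for one erythrocytic cycle. Activity is scored as loss of luminescent signal.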
Pf growth 96h: Primary qHTS for delayed death inhibitors of the malarial parasite plastid, 96 hour incubation; actives 6.9% (n = 320,000); AID 504834, 2011; Potency, µM (top dose mostly 28.7 µM), for inactives: at the highest dose activity change, negative = inhibition, actives largely listed as inhibitors; P. falciparum luciferase reporter growth, 96 h; also: potency is read from the fitted curve at half-maximal effect; % is scaled to controls: 0 for no effect and ±100 for the full control effect
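96 h incubation, 37 C, 5% CO2, of luciferase-reporter P. falciparum-infected RBCs (2% hematocrit, 0.05% parasitemia final) with test compounds; endpoint luminescence.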
Cycloheximide cs: Cycloheximide Counterscreen for Small Molecule Inhibitors of Shiga Toxin; cell reporter, cycloheximide protein synthesis inhibition counterscreen; max response, %; actives 12% (n = 300,000); AID 2314, 2010; in the data active = max response mostly above about 13%, no sharp cut-off; inactive = mostly below about 14%; also: read at 38.3 µM for the half of the compounds with a filed dose; 0% is about no effect
HCV inhibitor: qHTS Assay for Inhibitors of Hepatitis C Virus (HCV); Huh7.5.1 HCVcc-Cre infection, luciferase reporter, 44 h; Potency, µM (highest dose often 41.8 µM), for inactives: top-dose activity change, negative = inhibition, most hits filed as inhibitors; actives 3.4% (n = 340,000); AID 651820, 2012; also: potency is read from the fitted curve at half-maximal effect; % is scaled to controls: 0 for no effect and ±100 for the full control effect
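A cell-based infection assay in which seeded cells (1,000 per well) receive test compound after 4 h, are inoculated with HCVcc-Cre at approximately 0.5 moi, and are incubated 44 h before luminescence detection.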
TbPYK inhibitor: qHTS of Trypanosoma Brucei Inhibitors; pyruvate kinase (Trypanosoma brucei), Q57TT1; TbPYK enzyme, Kinase-Glo Plus ATP luminescence, 45 min; Potency, µM (series often up to 76.8 µM), for the others: at the highest dose activity, negative = inhibition, most hits filed as inhibitors; actives 0.12% (n = 410,000); also: potency is read from the fitted curve at half-maximal effect; % is scaled to controls: 0 for no effect and ±100 for the full control effect; nearly all actives have a fitted effect of over 50% in size
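TbPYK + substrate in 50 mM TEA pH 7.2, 100 mM KCl, 10 mM MgCl2, 0.05% BSA, 0.01% Tween-20; cpd pinned; ADP 130 uM final; 45 min RT; Kinase-Glo Plus 10 min; luminescence endpoint.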
An asterisk follows results filed as active; ? = inconclusive; . = not tested or not shown; & = joins results of further samples; [ ] = dose if it differs, or a comment. Unless noted, calls follow the shape of the dose curve; as a rule, active = well fitted curve in the direction sought with a large enough effect; inconclusive = small, poorly fitted or top-dose-only effect, or another doubt; inactive = no such curve, though single readings can be large; an effect the other way counts as inactive or inconclusive.

SMILES | Shiga toxin inh | LmPK inhibitor | Pf growth 48h | Pf growth 96h | Cycloheximide cs | HCV inhibitor | TbPYK inhibitor
CCOc1ccc(-c2nnc(SCC(=O)Nc3cc(C)on3)o2)cc1 | 11 | 3%[11.5 µM] | ? | ? | 2 | 2% | -8%
Cc1ccc(CCN2CC(C(=O)NCCc3ccccc3)CC2=O)cc1 (configuration not stated) | 17 | 0% | -22% | 68%[activator] | 20 | -29% | 2%
Cn1c(SCC(=O)NC2CCCC2)nnc1-c1ccncc1 | -17 | 1% | -9% | -12% | -6 | 20% | 3%
Fc1ccc(COc2ccccc2C(=S)N2CCCC2)cc1 | 34 | -2% | -28% | -72% | 2 | 3% | -12%
Cc1cc(SCC(=O)Nc2ccccc2)n2ncc(-c3ccccc3)c2n1 | 8 | 5% | ? | ? | -1 | ? | 3%
CCOC(=O)CN(C(=O)CSc1nnc2c(n1)[nH]c1ccccc12)c1ccccc1 | 28 | -2% | 7.4µM* | ? | 8 | ? | 5%
Cc1cc(C(=O)OCC(=O)N2CCc3ccccc32)ccc1[N+](=O)[O-] | . | . | 13% | 2% | . | -25% | 2%
COC(=O)c1c(C)nc(C)c(C(=O)OC)c1-c1ccc(OC)cc1 | -7 | 5% | 31% | 15% | 0 | -20% | 0%
COC(=O)Cc1c(C)c2ccc(OCC(=O)c3ccc(OC)c(OC)c3)cc2oc1=O | 24 | -3% | ? | -13% | -1 | ? | -1%
Cc1ccc(N2CC(C(=O)OCC(=O)c3ccc[nH]3)CC2=O)cc1 (configuration not stated) | . | . | 3% | 20% | . | -1% | 1%
CCOC(=O)CSc1nc(C)cc(=O)[nH]1 | 29 | 2% | 19% | ? | 5 | 2% | 1%
COc1ccc(N2CCN(CCNC(=O)Nc3cc(Cl)ccc3Cl)CC2)cc1 | 4 | -5% | ? | 5.2µM* | -5 | 3% | 5%
COc1ccc(OCCN2CCN(C(=O)c3ccc(OC)c(OC)c3)CC2)cc1 | -5 | 1% | 13% | 9% | -4 | 8.9µM* | -3%
O=C(O)CCN(CC(=O)c1ccc(Cl)cc1)S(=O)(=O)c1ccc([N+](=O)[O-])cc1 | . | . | 36%[activator] | 32%[activator] | . | 1% | 0%
O=c1c2cc(NC(=S)NCCN3CCCCCC3)ccc2nc2n1CCCCC2 | -14 | 0% | -28% | -8% | 1 | ? | 4%
COC(=O)c1ccccc1NC(=O)CSc1nncn1-c1cccnc1 | -6 | -5% | 20% | ? | -2 | 4% | 0%
O=C1NC2(CCOc3ccccc32)C(=O)N1CC(=O)N(Cc1ccccc1)C1CCS(=O)(=O)C1 (configuration not stated) | -4 | 0% | ? | ? | -3 | 1%&25% | 3%
COc1ccc(C(=O)CCC(C)(C)[N+](=O)[O-])cc1 | 31 | -2% | ? | 175%[activator] | 32* | 23% | 4%
CC(C)Oc1ccc(Nc2ncnc3ccccc23)cc1 | 82 | -8% | 15% | ? | 45* | ? | -5%
COC(=O)C1CCN(C(=O)COC(=O)CNS(=O)(=O)c2ccc(SC)c([N+](=O)[O-])c2)CC1 | . | . | 5% | -6% | . | ? | -1%

Six successive compounds out of the list so far, quoted:
SMILES | Shiga toxin inh | LmPK inhibitor | Pf growth 48h | Pf growth 96h | Cycloheximide cs | HCV inhibitor | TbPYK inhibitor
O=C(O)CCN(CC(=O)c1ccc(Cl)cc1)S(=O)(=O)c1ccc([N+](=O)[O-])cc1 | . | . | 36%[activator] | 32%[activator] | . | 1% | 0%
O=c1c2cc(NC(=S)NCCN3CCCCCC3)ccc2nc2n1CCCCC2 | -14 | 0% | -28% | -8% | 1 | ? | 4%
COC(=O)c1ccccc1NC(=O)CSc1nncn1-c1cccnc1 | -6 | -5% | 20% | ? | -2 | 4% | 0%
O=C1NC2(CCOc3ccccc32)C(=O)N1CC(=O)N(Cc1ccccc1)C1CCS(=O)(=O)C1 (configuration not stated) | -4 | 0% | ? | ? | -3 | 1%&25% | 3%
COc1ccc(C(=O)CCC(C)(C)[N+](=O)[O-])cc1 | 31 | -2% | ? | 175%[activator] | 32* | 23% | 4%
CC(C)Oc1ccc(Nc2ncnc3ccccc23)cc1 | 82 | -8% | 15% | ? | 45* | ? | -5%

Other compounds:
SMILES | Shiga toxin inh | LmPK inhibitor | Pf growth 48h | Pf growth 96h | Cycloheximide cs | HCV inhibitor | TbPYK inhibitor
FC(F)(F)c1cc(-c2ccco2)nc(N2CCN(Cc3ccccc3)CC2)n1 | -14 | 0% | ? | ? | -4 | -3% | -2%
Cc1nn(CC(=O)N2CCN(c3ccccc3)CC2)c(=O)c2ccccc12 | . | 6% | 23% | -19% | -1 | -27% | -20%
Cc1ccc(N2CCN(CCc3ccccc3)CC2)cc1 | 14 | -4% | 7% | -2% | 7 | -4% | -1%
O=C(O)CSC1=NC(=Nc2ccc(Cl)cc2)C2(CCCCC2)N1c1cccc(C(=O)O)c1 | 37 | -1% | 19% | 1% | -2 | 0% | -20%
CC(C)c1nnc(NC(=O)CCC(=O)N2CCN(c3ccccc3F)CC2)s1 | -16 | -10% | 18% | -27% | -11 | 10% | 2%
O=C(CN1CCC(C(=O)c2ccc(Cl)cc2)CC1)NC1CCCC1 | -11 | -3% | -39% | 39%[activator] | 3 | ? | 3%
Cc1ccccc1-n1ncc2c(SCC(=O)N3c4ccccc4CC3C)ncnc21 (configuration not stated) | -5 | 2% | ? | ? | -1 | ? | -5%
Cc1ccc(CN2CCN(Cc3cccn3-c3ccccn3)CC2CCO)cc1 (configuration not stated) | -10 | 2% | -1% | 46%[activator] | 1 | -19% | -7%
CC(C)CN(C(=O)COC(=O)/C=C/c1ccccc1)C1CCS(=O)(=O)C1 (configuration not stated) | . | . | -19% | ? | . | 13% | -3%
Fc1ccc(NC(=S)NC2CC3CCC(C2)N3Cc2ccco2)cc1 (configuration not stated) | 12 | 1% | -3% | -18% | -7 | -13% | -6%

Rewritten with two lines to a compound: entries from further up.
Sequence of screens – Shiga toxin inh, LmPK inhibitor, Pf growth 48h, Pf growth 96h, Cycloheximide cs, HCV inhibitor, TbPYK inhibitor
- COc1ccc(N2CCN(CCNC(=O)Nc3cc(Cl)ccc3Cl)CC2)cc1
 : 4, -5%, ?, 5.2µM*, -5, 3%, 5%
- COc1ccc(OCCN2CCN(C(=O)c3ccc(OC)c(OC)c3)CC2)cc1
 : -5, 1%, 13%, 9%, -4, 8.9µM*, -3%

Additional entries follow.
SMILES | Shiga toxin inh | LmPK inhibitor | Pf growth 48h | Pf growth 96h | Cycloheximide cs | HCV inhibitor | TbPYK inhibitor
Clc1ccc2nc(-c3ccc(Cl)nc3)[nH]c2c1 | 53* | -2% | ? | ? | 24* | ? | -15%
CC(C)N1CCc2[nH]c(=S)[nH]c(=O)c2C1 | -9 | -3% | -10% | -2% | -2 | 17% | -5%
O=S(=O)(/N=C(\c1ccccc1)N1CCOCC1)c1cccs1 | -18 | 0% | -3% | -20% | -2 | 7% | -1%
CSc1ccc(/C=C(/NC(=O)c2ccccc2)C(=O)NCCN2CCOCC2)cc1 | 7 | -1% | 3% | -2% | -2 | -24% | 0%
Cc1csc(NC(=O)CSCC(=O)O)c1-c1nc2ccccc2s1 | -5 | 7% | ? | -16% | 1 | 0% | -1%
COc1cc(C)c2c(c1C=O)Oc1c(c(C)c(O)c3c1C(O)OC3=O)OC2=O (configuration not stated) | 22 | 16% | ? | ? | -2 | 1% | -9%
O=C(N/N=C/c1ccc(O)c([N+](=O)[O-])c1)C1CC1(c1ccccc1)c1ccccc1 (configuration not stated) | -12 | 3% | ? | 336%[activator] | -1 | -3% | 4%
O=C(CN(Cc1ccco1)C(=O)c1cccc(F)c1)Nc1ccccc1C(F)(F)F | . | . | -19% | ? | . | -16% | -5%
C#CC1(NC(=O)NS(=O)(=O)c2ccc(C)cc2)CCCCC1 | 10 | -11% | . | 6% | -4 | 8% | -5%
NS(=O)(=O)c1ccc(CCNC(=O)c2cncc(Br)c2)cc1 | 16 | -4% | 4% | . | -1 | -3% | ?
CC(=NCCN1CCN(C(=S)Nc2ccccc2)CC1)C1=C(O)CC(C)(C)CC1=O | -6 | 6% | ? | ? | -4 | -10% | -2%
O=c1c2cnn(-c3ccccc3)c2nc(-c2cccs2)n1-c1cccc(Cl)c1 | -3 | 2% | 13µM* | ? | -2 | ? | 8%
N#Cc1nc(-c2ccccc2Cl)oc1NCC1CCCO1 (configuration not stated) | 91* | 10% | . | -13% | 16 | 13µM* | 1%
Cc1noc(C)c1COc1ccc2ccc(=O)oc2c1 | -4 | -2% | 26% | ? | -2 | 0% | -11%
COc1cccc(-c2nc(CS(=O)(=O)CC(=O)Nc3c(C)cccc3C)c(C)o2)c1 | 2 | 0% | ? | ? | -4 | ? | 6%
CC(=O)[C@H]1[C@H](C#N)C[C@H]2[C@@H]3CC=C4C[C@@H](O)CC[C@]4(C)[C@H]3CC[C@@]21C | 14 | -1% | -1% | 0% | -1 | -20%[8.37 µM] | 0%
Cc1nc2nc[nH]n2c(=O)c1NC(=O)CCc1ccccc1 | -9 | 1% | 20% | 8% | -3 | 10% | -12%
CC1(C)CC(=O)C2=C(C1)N(c1ccc(F)cc1)C(=O)NC2(C(F)(F)F)C(F)(F)F | -9 | 0% | 13% | -1% | -1 | 17% | -6%
Cc1cccc(N(C(=O)c2snc(C(N)=O)c2N)C(C(=O)NCC2CCCO2)c2ccc3ncccc3c2)c1 (configuration not stated) | -3 | -5% | ? | 23% | -2 | -25% | 3%
C=CCn1c(Cc2nc3ccccc3[nH]2)n[nH]c1=S | -7 | 3% | -15% | 32%[activator] | -2 | 7% | ?
COc1ccc(C/C(N)=N/OC(C)=O)cc1OC | -3 | -6% | -7% | -28% | -2 | 2% | -1%
Cc1ccc(S(=O)(=O)N2CCCC(C(=O)NCc3ccccn3)C2)cc1 (configuration not stated) | -7 | 4% | -5% | 7% | -1 | 2% | -2%
CCN(CC)C(=O)C1CCCN(c2ccc([N+](=O)[O-])cc2/C=N/NC(=O)c2cccc(Br)c2)C1 (configuration not stated) | 10 | 3% | 4.1µM* | 2.1µM* | 6 | ? | 1%
O=S(=O)(c1ccccc1C(F)(F)F)N1CCN(S(=O)(=O)c2ccccc2C(F)(F)F)CC1 | -9 | 6% | . | -21% | -3 | 19% | -2%
C=CCc1cccc(C=Nc2c[nH]c(=O)[nH]c2=O)c1O | . | -10% | 0% | -22% | -3 | 12% | -1%
Cc1cccc(NC(=O)N2CCCC2C(=O)Nc2ccccc2)c1 (configuration not stated) | -11 | 4% | ? | -21% | -1 | 31%[activator] | 7%
